NOD2-RIPK2 inh – NOD2-RIPK2 binding disruptors in cells, primary screen, fluorescence, CHO cells, BLA complementation | Receptor-interacting serine/threonine-protein kinase 2 (Homo sapiens), O43353 | CCF4 ratio | inhibition, % at 4.98 µM | hit rate 0.38% among 360,000; in the data active = inhibition above about 21%;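 note: 0% = vehicle only and 100% = reference blocker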
SRC1 inh – SRC1 coactivator transcriptional activity inhibitors, primary screen, cell-based, luminescence; Nuclear receptor coactivator 1 (Homo sapiens), Q15788; HEK293 GAL4-SRC1 luciferase reporter; inhibition, % at 3.6 µM; hit rate 0.12% among 360,000; AID 588354, 2011;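 active = inhibition above the campaign mean plus 3 SD, with each screening campaign given its own cutoff, cut at about 60% in these data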;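 note: 0% = DMSO treated cells and 100% = gossypol at 36 µM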
SRC2 inh – inhibition of GAL4-SRC2 driven luciferase reporter, primary screen, SRC2 inhibitor project, cell-based, luminescence; HEK293 GAL4-SRC2 luciferase reporter; inhibition, % at 9 µM; AID 651957, 2012; hit rate 0.17% among 370,000; Nuclear receptor coactivator 2 (Homo sapiens), Q15596;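 active = inhibition above the mean inhibition of all tested compounds plus 3 SD, set per campaign, cut at about 52% in these data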;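 note: 0% = DMSO treated cells and 100% = cells given Gossypol at 36 µM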
NR5A2 inv ag – LRH-1 (NR5A2) inverse agonists, primary screen, cell-based, luminescence, HEK293T, StAR-luciferase reporter; Nuclear receptor subfamily 5 group A member 2 (Homo sapiens), O00482; LRH-1 transfected, 24 h; inhibition, % at 3.6 µM; hit rate 0.13% among 360,000;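 active = inhibition above the mean inhibition of all tested compounds plus 3 SD, cut at about 73% in these data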;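 note: 0% = DMSO wells and 100% = reporter-only cells lacking LRH-1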
TROY NFkB inh – inhibitors of TROY-driven NF-kB signaling, primary screen, Q293 LMP1-TROYcd cells, NF-kB luciferase, uHTS; Q293 LMP1-TROYcd NF-kB luciferase reporter, 4 h; inhibition, % at 10 µM; hit rate 0.98% among 360,000;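 active = compounds whose plate-normalised and pattern-corrected inhibition of the luciferase reporter signal at the single screening dose is 50% or more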
ABHD5-PLIN5 inh – ABHD5-PLIN5 interaction inhibitors, primary screen, cell lysate, split luciferase complementation, luminescence. hit rate 0.78% among 360,000. inhibition, % at 4 µM. Perilipin-5 (Homo sapiens) + 1-acylglycerol-3-phosphate O-acyltransferase ABHD5 (Homo …. AID 602281, 2012. Split G. princeps luciferase complementation, 4 h;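 active = inhibition above the mean inhibition across every tested compound plus 3 SD, cut at about 22% in these data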;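 note: 0% = DMSO only wells and the 100% control is not disclosed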
TLR9-MyD88 block – inhibitors of TLR9-MyD88 association in cells, primary screen, cell-based, CHO, BLA complementation, fluorescence; Toll-like receptor 9 (Homo sapiens) + Myeloid differentiation primary response protein …; CCF4 FRET ratio; inhibition, % at 4.98 µM; hit rate 0.21% among 340,000; AID 504734, 2011;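 active = inhibition above the mean over all tested compounds plus 3 SD, cut at about 21% in these data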;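 note: 0% = DMSO only wells and 100% = clavulanate BLA inhibitor control wells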
Target sequence (Q99836 whole entry, looked up): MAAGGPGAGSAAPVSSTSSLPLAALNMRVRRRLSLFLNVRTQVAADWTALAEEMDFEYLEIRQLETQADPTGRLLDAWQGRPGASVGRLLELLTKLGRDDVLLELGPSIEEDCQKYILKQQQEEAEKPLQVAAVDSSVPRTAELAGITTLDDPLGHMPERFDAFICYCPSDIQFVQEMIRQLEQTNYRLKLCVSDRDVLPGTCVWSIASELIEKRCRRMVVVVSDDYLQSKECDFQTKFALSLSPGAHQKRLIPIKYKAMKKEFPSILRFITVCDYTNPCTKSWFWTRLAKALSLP
Target sequence (Q9NR96 whole entry, looked up): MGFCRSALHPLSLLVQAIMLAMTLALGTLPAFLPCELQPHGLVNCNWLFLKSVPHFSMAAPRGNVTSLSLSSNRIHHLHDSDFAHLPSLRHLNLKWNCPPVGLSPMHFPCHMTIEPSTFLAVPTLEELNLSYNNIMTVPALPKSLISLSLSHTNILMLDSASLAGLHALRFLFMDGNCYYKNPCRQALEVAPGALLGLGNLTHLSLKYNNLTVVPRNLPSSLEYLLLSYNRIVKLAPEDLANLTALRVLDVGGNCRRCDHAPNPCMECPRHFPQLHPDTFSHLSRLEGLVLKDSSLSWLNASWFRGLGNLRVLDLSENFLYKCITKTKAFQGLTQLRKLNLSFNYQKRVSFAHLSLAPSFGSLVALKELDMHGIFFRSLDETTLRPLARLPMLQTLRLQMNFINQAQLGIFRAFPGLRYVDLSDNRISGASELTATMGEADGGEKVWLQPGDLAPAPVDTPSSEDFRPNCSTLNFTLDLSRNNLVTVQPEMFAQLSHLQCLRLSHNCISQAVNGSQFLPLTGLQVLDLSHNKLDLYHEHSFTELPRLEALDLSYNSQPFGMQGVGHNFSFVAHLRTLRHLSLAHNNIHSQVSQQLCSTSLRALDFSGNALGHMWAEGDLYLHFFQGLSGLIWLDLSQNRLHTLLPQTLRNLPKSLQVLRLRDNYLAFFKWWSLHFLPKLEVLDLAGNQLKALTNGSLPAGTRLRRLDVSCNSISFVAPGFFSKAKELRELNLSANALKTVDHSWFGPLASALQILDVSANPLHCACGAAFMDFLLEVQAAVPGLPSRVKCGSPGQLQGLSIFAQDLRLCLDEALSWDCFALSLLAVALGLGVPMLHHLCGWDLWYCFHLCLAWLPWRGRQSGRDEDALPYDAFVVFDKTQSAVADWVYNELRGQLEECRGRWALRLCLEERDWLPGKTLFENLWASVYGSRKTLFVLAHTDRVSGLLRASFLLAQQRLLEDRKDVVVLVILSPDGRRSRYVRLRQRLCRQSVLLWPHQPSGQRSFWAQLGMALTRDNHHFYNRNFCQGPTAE
NR2F2 inh – NR2F2 transcriptional activity inhibitors, primary screen, cell-based, luciferase reporter, HEK293T, luminescence | HEK293T NGFI-A luciferase reporter | inhibition, % at 8.6 µM | hit rate 0.7% among 370,000 | AID 686940, 2013;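 active = inhibition above a per-plate cutoff, mean inhibition of test wells between control levels plus 3 SD, cut at about 38% in these data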;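 note: cells cotransfected with COUP-TFII expression vector driving the NGFI-A reporter; 0% = median of COUP-TF2 test wells and 100% = reporter-only cells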
Granule exo inh – LAMP-1 surface exposure blockers, TALL-104 cells – cell-based, flow cytometry, MLPCN library, primary screen. TALL-104 LAMP-1 surface exposure; cells stimulated with thapsigargin and PMA. AID 651702, 2012. inhibition, % at 10 µM. hit rate 0.66% among 360,000;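 active = inhibition above about 55%, limit read from the data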
NCOA3 inh – SRC3 coactivator transcriptional activity inhibitors, primary screen, cell-based, luminescence; Nuclear receptor coactivator 3 (Homo sapiens), Q9Y6Q9; HEK293 GAL4-SRC3 luciferase reporter; AID 588352, 2011; inhibition, % at 3.6 µM; hit rate 0.17% among 360,000;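 active = inhibition above a per-campaign cutoff, the mean of all compounds plus 3 SD, cut at about 60% in these data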;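 note: 0% = DMSO-treated cells and 100% = gossypol-treated cells at 36 µM; higher means less SRC3-driven luciferase light from the GAL4 reporter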
TWEAK Fn14 block – inhibitors of TWEAK-Fn14 signaling, primary screen, luciferase reporter cells, uHTS. inhibition, % at 10 µM. hit rate 2% among 360,000. AID 1159606, 2016. TWEAK-stimulated Fn14 reporter cells, luciferase luminescence, 8 h; in the data active = inhibition above about 50%
* marks the source's active call; other numbers are inactive results; x = not tested or not shown. A portion of the library; the hit share may differ from the screen's.

SMILES	NOD2-RIPK2 inh	SRC1 inh	SRC2 inh	NR5A2 inv ag	TROY NFkB inh	ABHD5-PLIN5 inh	TLR9-MyD88 block	NR2F2 inh	Granule exo inh	NCOA3 inh	TWEAK Fn14 block
CCOc1ccc(S(=O)(=O)N2CCCCC2)cc1NC(=O)CN1CCCC1c1cccs1 (stereo not given)	2	15	11	-23	11	-4	-15	1	1	15	32
COc1ccc(COC(=O)C2=C(C)NC(=O)NC2c2ccc(O)cc2)cc1 (stereo not given)	-11	-4	6	6	1	3	4	-26	-3	-22	3
CCN(C(=O)CSc1nc2nc(C)cc(C)n2n1)c1cccc(C)c1	-2	4	1	12	-4	6	4	-3	-2	0	-4
COc1ccc(C2=Nc3ccccc3NC(=O)C2N(CCc2ccccc2)C(=O)c2cccs2)cc1 (stereo not given)	-3	-62	-22	-36	-25	1	x	-5	11	-16	-2
c1ccc2nc3c(nc2c1)[nH]c1ccccc13	-5	-98	-52	-117	-62	3	5	-55	-1	-88	7
Cc1ccc(S(=O)(=O)NCCSc2nnnn2-c2cc(C)ccc2C)cc1	-1	3	14	10	26	-5	2	11	3	21	6
CCOCCOC(=O)C1=C(C)N(C)C(=O)NC1c1ccccc1Cl (stereo not given)	4	12	-7	-2	x	4	1	11	-2	-8	53*
COc1ccc(CNC(=O)C(c2ccncc2)N(C(=O)Cc2cccs2)c2ccccc2)cc1 (stereo not given)	-14	-9	2	-1	-22	2	1	1	-1	8	0
CN(Cc1ccc(C(F)(F)F)cc1)C(=O)c1ccc(Oc2ccccc2)cc1	-9	20	10	-7	8	-12	-10	-1	25	7	-19
Cn1c(SCC(=O)c2ccc(-c3ccccc3)cc2)nnc1-c1ccco1	3	-30	-16	-2	-4	3	-3	-7	-9	2	-6
Cc1ccc(NC(=S)N2CCC(C(=O)c3ccc(F)cc3)CC2)cc1C	-4	6	9	2	2	3	-5	-13	-3	10	-23
Cc1c(NS(=O)(=O)c2cccc(C(=O)Nc3cccc(F)c3)c2)c(=O)n(-c2ccccc2)n1C	2	-18	-20	37	-22	-1	2	-18	0	15	2
O=C(COc1cccc2ccccc12)Nc1cc(Cl)ccc1C(=O)O	-3	-2	0	13	43	-7	4	-3	7	-7	4
Cc1[nH]c2ccccc2c1/C=C(\C#N)C(=O)NC(C)c1ccccc1 (stereo not given)	2	-8	0	18	-4	4	7	-4	-6	14	8
O=C(CCCCCn1c(=O)[nH]c2ccsc2c1=O)NCc1cccs1	3	-33	11	-9	-3	-4	3	2	-1	-11	-7
COc1ccc(C2NC(=S)NC3=C2CCc2cc(OC)ccc23)cc1 (stereo not given)	-13	3	6	6	-12	-6	-3	-6	0	16	-7
O=C(NN=C1CCCC1)c1cccc(Br)c1	-4	-15	-40	-39	-29	-1	-2	-21	-12	-61	6
CCOc1cccc(C(=O)NC2=NCCS2)c1	2	-101	-72	-117	-35	-7	1	-34	-3	-111	17
Cn1nnnc1SCC(=O)Nc1ccccn1	-10	0	-10	-19	-3	-1	-18	-1	1	5	7
CC(=O)N1N=C(c2ccc(C)cc2)CC1c1ccc2c(c1)OCO2 (stereo not given)	0	-65	-85	-92	-45	6	3	-48	-2	-50	-7
Cc1c(OCC(=O)N2CCC(C(N)=O)CC2)ccc2c1oc(=O)c1ccccc12	-2	-1	-36	-14	-5	-1	0	12	5	-2	-18
Cn1c(=O)c2c(nc(CN3CCN(Cc4ccccc4)CC3)n2Cc2ccc(Cl)cc2)n(C)c1=O	2	2	-15	20	6	10	-16	-2	1	-2	-1
Nn1c(Cc2ccccc2F)n[nH]c1=S	-3	-4	-19	18	11	-10	5	3	3	13	0
COc1cccc(/C=N/Nc2nc3ccccc3n3cnnc23)c1O	-7	17	-34	22	-72	-1	2	-1	1	41	17
CSc1ccccc1OCc1cc(C(=O)N(C)C(C)c2ccccn2)no1 (stereo not given)	3	-27	1	-24	-8	-1	-14	-7	-16	14	-3

Profiles as entered above.
Shown for `COc1cccc(/C=N/Nc2nc3ccccc3n3cnnc23)c1O` = NOD2-RIPK2 inh = -7; SRC1 inh = 17; SRC2 inh = -34; NR5A2 inv ag = 22; TROY NFkB inh = -72; ABHD5-PLIN5 inh = -1; TLR9-MyD88 block = 2; NR2F2 inh = -1; Granule exo inh = 1; NCOA3 inh = 41; TWEAK Fn14 block = 17
Shown for `COc1ccc(COC(=O)C2=C(C)NC(=O)NC2c2ccc(O)cc2)cc1` (stereo not given) = NOD2-RIPK2 inh = -11; SRC1 inh = -4; SRC2 inh = 6; NR5A2 inv ag = 6; TROY NFkB inh = 1; ABHD5-PLIN5 inh = 3; TLR9-MyD88 block = 4; NR2F2 inh = -26; Granule exo inh = -3; NCOA3 inh = -22; TWEAK Fn14 block = 3

At a glance, some entries already given:
SMILES	NOD2-RIPK2 inh	SRC1 inh	SRC2 inh	NR5A2 inv ag	TROY NFkB inh	ABHD5-PLIN5 inh	TLR9-MyD88 block	NR2F2 inh	Granule exo inh	NCOA3 inh	TWEAK Fn14 block
Cc1c(NS(=O)(=O)c2cccc(C(=O)Nc3cccc(F)c3)c2)c(=O)n(-c2ccccc2)n1C	2	-18	-20	37	-22	-1	2	-18	0	15	2
O=C(COc1cccc2ccccc12)Nc1cc(Cl)ccc1C(=O)O	-3	-2	0	13	43	-7	4	-3	7	-7	4
Cc1[nH]c2ccccc2c1/C=C(\C#N)C(=O)NC(C)c1ccccc1 (stereo not given)	2	-8	0	18	-4	4	7	-4	-6	14	8
O=C(CCCCCn1c(=O)[nH]c2ccsc2c1=O)NCc1cccs1	3	-33	11	-9	-3	-4	3	2	-1	-11	-7
COc1ccc(C2NC(=S)NC3=C2CCc2cc(OC)ccc23)cc1 (stereo not given)	-13	3	6	6	-12	-6	-3	-6	0	16	-7
O=C(NN=C1CCCC1)c1cccc(Br)c1	-4	-15	-40	-39	-29	-1	-2	-21	-12	-61	6
CCOc1cccc(C(=O)NC2=NCCS2)c1	2	-101	-72	-117	-35	-7	1	-34	-3	-111	17
Cn1nnnc1SCC(=O)Nc1ccccn1	-10	0	-10	-19	-3	-1	-18	-1	1	5	7
CC(=O)N1N=C(c2ccc(C)cc2)CC1c1ccc2c(c1)OCO2 (stereo not given)	0	-65	-85	-92	-45	6	3	-48	-2	-50	-7
Cc1c(OCC(=O)N2CCC(C(N)=O)CC2)ccc2c1oc(=O)c1ccccc12	-2	-1	-36	-14	-5	-1	0	12	5	-2	-18
Cn1c(=O)c2c(nc(CN3CCN(Cc4ccccc4)CC3)n2Cc2ccc(Cl)cc2)n(C)c1=O	2	2	-15	20	6	10	-16	-2	1	-2	-1
Nn1c(Cc2ccccc2F)n[nH]c1=S	-3	-4	-19	18	11	-10	5	3	3	13	0
COc1cccc(/C=N/Nc2nc3ccccc3n3cnnc23)c1O	-7	17	-34	22	-72	-1	2	-1	1	41	17
CSc1ccccc1OCc1cc(C(=O)N(C)C(C)c2ccccn2)no1 (stereo not given)	3	-27	1	-24	-8	-1	-14	-7	-16	14	-3

Remaining list, next part:
SMILES	NOD2-RIPK2 inh	SRC1 inh	SRC2 inh	NR5A2 inv ag	TROY NFkB inh	ABHD5-PLIN5 inh	TLR9-MyD88 block	NR2F2 inh	Granule exo inh	NCOA3 inh	TWEAK Fn14 block
Cc1ccccc1C(=O)Nc1ccnn1C1CCN(Cc2c(C)n(C)c3ccccc23)CC1	-1	11	13	10	-1	-8	-15	-11	4	-17	-4
CC(C)N(C(=O)Cn1cc(S(=O)(=O)CC(=O)Nc2ccccc2)c2ccccc21)C(C)C	-2	-6	6	-6	4	-5	3	11	6	2	5
CCCCCCCCCCOC(=O)Cn1c(COc2ccccc2OC)[n+](C)c2ccccc21	9	15	-26	22	61*	14	4	44*	89*	11	67*
N#Cc1c2n(c3c(N)ncnc13)CCCCC2	4	-7	-11	-6	12	5	-4	-4	-4	7	-10
Cc1ccc(OCCSc2nc3ccccc3n2CC(=O)O)cc1	-4	1	-4	0	-1	3	-2	12	-6	-12	-4
CC(C)(C)OC(=O)N1CCC(C(=O)Nc2cccc(C(=O)NCCc3ccccc3)c2)CC1	5	-10	4	-20	-6	-2	-16	1	3	-16	16
CS(=O)(=O)Nc1ccc(N2CCCCC2)c(Cl)c1	-9	-7	-22	4	2	-2	10	5	0	-42	-10
O=C(NC1CCCC1)c1noc2c1CCCCC2	-7	-69	-75	-53	-10	-3	-1	-45	3	-52	-10
CCCCc1cc(=O)oc2cc(C)cc(OCC(=O)NCc3cccnc3)c12	-3	-10	-8	34	0	-4	-5	-10	11	-10	5
CCn1nnnc1SCC(=O)N1c2ccccc2CCc2ccccc21	7	5	25	4	-10	0	-6	15	3	18	-2
O=C(N/N=C/c1cn(-c2ccccc2)nc1-c1ccc2c(c1)OCCO2)c1ccncc1	-10	-123	-75	-109	-32	6	6	-42	-3	-95	-18
CCc1c(C)c(C#N)c2nc3ccccc3n2c1NCc1ccco1	15	5	1	38	-11	1	-2	5	12	15	2
Cc1ccc(S(=O)(=O)NC(CC(C)C)C(=O)NCc2ccco2)cc1 (stereo not given)	-6	-6	-16	0	-19	3	-1	-4	-2	-14	-14
CCN(CC)C(=O)COc1c(-c2ccco2)oc2ccccc2c1=O	-13	-4	3	11	-3	1	-12	11	-13	-1	0
COc1ccc(NC(C)=O)cc1S(=O)(=O)NC(Cc1ccccc1)C(=O)O (stereo not given)	1	3	15	-11	-2	1	2	-6	-9	16	-6
NNC(=O)c1cncn1-c1ccc(F)cc1	-4	-7	16	3	2	-5	3	3	-3	5	-3
O=C(COC(=O)/C=C/c1ccco1)NCc1ccc2c(c1)OCO2	-3	7	1	-8	4	4	-6	-5	2	13	7
CCOCC(=O)N1CCN(c2ccc(F)cc2)CC1	-7	6	15	35	8	8	-7	0	-1	8	5
CCOc1ccccc1C1C(C#N)=C(N)SC(N)=C1C#N	10	-1	-22	12	7	-6	4	18	-2	29	-1
OC(c1ccccc1)c1nc(-c2csc3ccccc23)cs1 (stereo not given)	-1	-18	-17	-23	-46	-9	x	-29	-4	-23	-24
O=C(CN(Cc1ccc(Cl)cc1)C(=O)CN1C(=O)COc2ccccc21)NC1CCCC1	7	2	-3	-9	-14	-3	7	3	6	6	0
CCCc1nc(N)nc2c1C(=O)CC(C)(C)C2	-10	-4	-9	-28	13	-3	5	6	-1	4	18
CC(=O)c1c(C)[nH]c(C(=O)OCc2c(F)cccc2Cl)c1C	-8	-1	12	18	11	-5	-3	-11	-2	18	36
CN(C)CCCN=Cc1c(-c2ccccc2)[nH]n(-c2nc3ccccc3s2)c1=O	1	-2	8	5	10	-1	3	-22	6	13	62*

Screens deposited in PubChem by several laboratories.
